bIAP activator: intestinal alkaline phosphatase (bovine) activation | purified bovine IAP, CDP-star luminescence, 30 min; active compounds read high; fold of DMSO-control signal, blank-subtracted | activation factor at 20 µM | 200,000 tested, 0.17% active | AID 1016;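 active = activation factor of 2 or more at 20 µM, a signal rise over negative controls twice the positive control's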
bIAP inh: intestinal alkaline phosphatase (bovine) inhibition. purified bovine IAP, CDP-star luminescence, 30 min. inhibition, % at 20 µM. 190,000 tested, under 10 active. AID 1019;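 active = over 50% inhibition of intestinal alkaline phosphatase at 20 µM in the single-dose screen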
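System: Purified bovine intestinal alkaline phosphatase (IAP) enzyme | Input: IAP diluted 1/65,000,000 in the well | Also added: CDP-star chemiluminescent phosphatase substrate, 30 µM final | Dosing: 20 µM single dose | Times: Enzyme reaction for 30 min at room temperature | Detection: Luminescence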
PPARg SRC3 recr: promotes SRC-3 coactivator recruitment by human PPARgamma. P37231. biochemical PPARgamma/SRC-3 coactivator recruitment assay. activation, % at 8 µM. 200,000 tested, 0.26% active. AID 731; in the data active = activation above about 23%;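 also: 0% = DMSO and 100% = reference agonist; some compounds past the cut are filed as inactive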
STAT3 blocker: STAT3 signaling inhibition. 190,000 tested, 0.89% active. inhibition, % at 5.5 µM. U3A cells, IL-6 STAT3-luciferase reporter, luminescence; host cell line lacks STAT1;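 active = inhibition above the mean inhibition across all screened compounds plus 3 SD, cut at about 44% in these data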;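 also: 0% = DMSO only wells and 100% = 100 µM nifuroxazide control wells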
PPARg SRC2 recr: agonists of SRC-2 recruitment by human PPARgamma. P37231. PPARgamma LBD-SRC-2 recruitment, biochemical. activation, % at 8 µM. 200,000 tested, 0.34% active; in the data active = activation above about 22%;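 also: 0% = vehicle and 100% = reference agonist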
STAT1 blocker: STAT1 signaling inhibition; inhibition, % at 5.5 µM; NIH 3T3 STAT1-luciferase reporter, IFN-gamma, luminescence; 200,000 tested, 0.35% active;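 active = inhibition above a set limit, the mean inhibition across all tested compounds plus 3 SD, cut at about 34% in these data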;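 also: 0% = IFN-gamma with DMSO and 100% = IFN-gamma with 300 µM nifuroxazide; values of inactives mirror those of a sister screen read the other way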
SRC2 TRFRET art: TR-FRET artefact, counter-screen to PPARgamma/SRC-2 agonist assay | active compounds read high | TR-FRET ratio at 8 µM | 200,000 tested, 0.4% active; in the data active = TR-FRET ratio above about 2000; also: inactives centre near 1500
TNAP act hi DEA: TNAP (human) activation, high acceptor; purified TNAP, CDP-star luminescence, 1 M DEA, 30 min; active compounds read high; 0 = EDTA background, 1 = DMSO-only activity; activation factor at 20 µM; 200,000 tested, under 10 active; AID 1136;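 active = activation factor at least 2 at 20 µM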
Target sequence (P05186 whole entry, looked up): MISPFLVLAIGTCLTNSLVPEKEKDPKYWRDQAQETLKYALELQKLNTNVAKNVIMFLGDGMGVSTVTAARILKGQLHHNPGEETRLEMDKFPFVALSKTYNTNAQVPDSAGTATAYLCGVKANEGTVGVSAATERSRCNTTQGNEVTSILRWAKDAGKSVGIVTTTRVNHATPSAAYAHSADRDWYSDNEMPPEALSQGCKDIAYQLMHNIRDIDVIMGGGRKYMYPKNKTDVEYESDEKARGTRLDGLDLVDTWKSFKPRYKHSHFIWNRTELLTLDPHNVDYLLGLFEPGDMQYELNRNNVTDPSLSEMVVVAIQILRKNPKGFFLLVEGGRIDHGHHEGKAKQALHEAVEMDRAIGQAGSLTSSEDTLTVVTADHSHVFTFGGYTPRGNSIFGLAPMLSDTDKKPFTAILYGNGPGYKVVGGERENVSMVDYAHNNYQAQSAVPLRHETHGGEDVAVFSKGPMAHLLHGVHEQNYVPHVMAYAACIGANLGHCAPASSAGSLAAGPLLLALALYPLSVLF
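Assay system: human TNAP; Input: enzyme diluted 1/800 final; Reagent: CDP-star luminogenic substrate at 100 µM final; Timing: 30 min, room temperature; Signal: luminescence; Evaluation: TNAP activation factor scaled between EDTA and DMSO control wells.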
PPARg SRC1 recr: agonists of human PPARgamma SRC-1 coactivator recruitment | P37231 | PPARgamma-SRC-1 coactivator recruitment biochemical assay | activation, % at 8 µM | 200,000 tested, 0.41% active | AID 631; in the data active = activation above about 19%;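 also: 0% = DMSO and 100% = reference agonist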
STAT3 act: STAT3 signaling activation | U3A cells, IL-6 STAT3-luciferase reporter, luminescence; 100% = signal with IL-6 EC80 alone | activation (% of control), % at 5.6 µM | 190,000 tested, 0.91% active | AID 871;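 active = activation above the screen-wide mean of compound activation plus 3 SD, cut at about 130% in these data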;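 also: 0% = background luminescence of wells with medium and substrate only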
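Test system: STAT3-luciferase reporter U3A cells; Detection: reporter luminescence signal; Times: 1 h compound pre-exposure, 6 h IL-6 stimulation, 37 °C; Benchmarks: IL-6-only high control; Also added: IL-6 stimulus at 33 ng/mL final.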
ROMK mod: modulators of human ROMK potassium channel; P48048; Tet-inducible ROMK, thallium flux fluorescence; actives lie on both sides; B-score at 10 µM; 130,000 tested, 2% active; AID 1918;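 active = signal ratio slope over the read window, or its plate-corrected B-score, at least 3 SD from the plate mean, either direction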;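 also: B-score of the F/F0 ratio slope over 7 to 12 s after thallium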
Target sequence (P48048 whole entry, looked up): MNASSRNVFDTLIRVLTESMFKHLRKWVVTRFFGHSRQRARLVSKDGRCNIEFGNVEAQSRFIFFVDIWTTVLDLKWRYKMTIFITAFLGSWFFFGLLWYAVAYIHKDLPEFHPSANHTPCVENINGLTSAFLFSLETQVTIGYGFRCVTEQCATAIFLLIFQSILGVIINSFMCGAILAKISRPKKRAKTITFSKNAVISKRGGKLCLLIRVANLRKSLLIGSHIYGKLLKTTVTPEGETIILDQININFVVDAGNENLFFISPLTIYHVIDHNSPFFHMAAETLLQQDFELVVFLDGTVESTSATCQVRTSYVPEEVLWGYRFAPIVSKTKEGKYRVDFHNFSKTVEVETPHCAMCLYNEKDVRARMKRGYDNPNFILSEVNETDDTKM
Numbers without * were called inactive; . = not tested or not shown.

SMILES	bIAP activator	bIAP inh	PPARg SRC3 recr	STAT3 blocker	PPARg SRC2 recr	STAT1 blocker	SRC2 TRFRET art	TNAP act hi DEA	PPARg SRC1 recr	STAT3 act	ROMK mod
O=C(CCCN1C(=O)/C(=C/c2cccs2)SC1=S)Nc1ccccn1	1	0.5	1.0	20.2	12.0	7.3	1544	0.9	-1.0	87.1	0.469
N#Cc1ccc(N2C(=O)[C@@H]3C(C(=O)c4ccc5ccccc5n4)=NN[C@@H]3C2=O)cc1	0.8	17.4	-2.3	-13.5	-7.1	-7.6	1572	1	-9.8	111.2	.
O=C(c1ccccc1)N1CCN(C2C3CC4CC(C3)CC2C4)CC1 (centres undefined)	1	1.3	0.6	-7.9	-1.9	-2.7	1502	1.1	7.3	103.9	-0.907
Cc1cccc(N(C(=O)Nc2ccccc2)C2=NCC(C)S2)c1 (centres undefined)	1	1.6	-0.6	-2.9	-0.5	4.5	1525	1.1	-3.4	110.3	.
CCN(CC)S(=O)(=O)c1cccc(-c2n[nH]c(=S)n2/N=C/c2ccc(C(=O)OC)cc2)c1	0.6	38.4	3.8	-2.1	-0.4	-5.3	1506	1	-3.9	102.1	-1.03
O=C(Cn1nc(-c2ccccc2)c2ccccc2c1=O)Nc1cccc(O)c1	1	-1.7	-0.9	-0.2	4.0	6.5	1532	1.1	7.1	104.7	.
CCC(C)[C@H](NC(=O)NC1CCN(Cc2ccccc2)CC1)C(=O)OC (some centres undefined)	1	0.7	18.2	6.1	-2.0	0.0	1528	1	3.4	97.9	.
O=C(COC(=O)C1CC(=O)N(c2nc(-c3ccccc3)cs2)C1)c1ccccc1 (centres undefined)	0.9	10.3	-2.2	-8.9	-1.4	-0.5	1584	0.9	3.7	107.6	-0.722
CCN(C(=O)CSc1nc2cc(C(F)(F)F)ccc2n1Cc1ccccc1)C1CCS(=O)(=O)C1 (centres undefined)	1	-1.6	3.7	11.2	-3.5	5.9	1446	1.1	-5.4	90.7	-2.59
O=C(c1cnn2c(C(F)F)cc(C3CC3)nc12)N1CCCC1	1	0.2	1.6	9.6	4.9	24.9	1475	1	3.4	92.9	.
O=C1C=C(NC2CCCC2)CC(c2ccccc2)C1 (centres undefined)	1.2	-17.0	1.9	0.3	-3.8	-4.0	1456	1	3.2	102.7	.
COc1ccc2c(C)c(C(=O)O)oc2c1	1	-1.6	-5.3	-2.3	1.9	-4.0	1327	1.1	2.3	99.4	0.716
O=C(C1=C[C@@H](c2ccc(Br)cc2)C[C@@H](OCc2ccc(CO)cc2)O1)N1CCN(Cc2ccccc2)CC1	1	-2.5	1.4	.	7.6	-13.7	1481	1.1	13.4	.	.
Cc1ccc(-c2csc(NC(=O)Cn3[nH]c(=O)c4ccccc4c3=O)n2)cc1	1.1	-7.1	1.7	27.4	3.4	-17.3	1577	1	5.5	80.2	-0.529
Cc1ccc(CN(C)C(=O)c2cc(COc3ccc(F)cc3Cl)on2)o1	1	1.3	1.4	17.0	-6.4	-21.2	1486	1	-1.6	87.4	-0.742
Cc1ccc(N(CC(=O)NCc2ccc(F)cc2)C(=O)c2csnn2)c(C)c1	0.9	8.3	6.6	7.8	11.0	5.3	1678	1	5.4	99.3	-0.185
CS(=O)(=O)c1ccc(C(=O)NC2CCCc3ccccc32)cc1 (centres undefined)	1.1	-5.2	-0.3	1.0	-2.1	2.9	1421	1.1	-5.3	101.2	0.395
CCCn1cc(NC(=O)c2cc3n(n2)C(C(F)(F)F)CC(c2ccccc2)N3)cn1 (centres undefined)	0.9	6.0	-2.2	4.0	1.7	-2.5	1581	1.1	-3.7	99.8	0.0271
COc1ccc2cc(S(=O)(=O)N3CCCCCC3)ccc2c1	1	-1.5	1.8	6.8	-6.2	-3.8	1554	1.1	-2.0	98.0	0.000333
CCCC[C@@H]1C[C@H]1[C@@H](NC(=O)c1cccs1)c1ccc(Cl)cc1	0.8	15.8	-1.3	-10.4	11.8	6.3	1568	1.1	0.9	106.3	-0.524
Cc1onc(-c2c(F)cccc2Cl)c1C(=O)N1CCc2ccccc2C1	1.1	-12.2	-1.0	2.6	5.1	2.4	1498	1	-3.0	105.5	.
CC(C)(C)C(=O)Nc1ccccc1C(=O)Nc1cccnc1	0.8	19.6	2.7	2.0	1.5	-5.8	1730	1.1	5.2	102.0	0.667
COc1ccc(O)c(/C=c2/sc3nc4cc(C)c(C)cc4n3c2=O)c1	1.1	-8.9	1.0	3.6	6.0	-0.9	1619	1	-0.5	102.4	.
COc1ccc(C(=O)C(C)OC(=O)c2cccc(S(=O)(=O)Nc3cc(Cl)c(OC)cc3OC)c2)cc1 (centres undefined)	1	0.7	1.2	4.8	-1.5	0.8	1455	1.1	-3.4	97.1	-0.484
O=C(C1=C(O)C(=O)N(CCCN2CCOCC2)C1c1ccncc1)c1cc2ccccc2o1 (centres undefined)	1	0.4	6.9	6.9	21.0	8.1	1889	1	22.7*	97.1	-0.0382

Sorted by count of non-hydrogen atoms (largest number first): 7 of the compounds above.
SMILES	bIAP activator	bIAP inh	PPARg SRC3 recr	STAT3 blocker	PPARg SRC2 recr	STAT1 blocker	SRC2 TRFRET art	TNAP act hi DEA	PPARg SRC1 recr	STAT3 act	ROMK mod
O=C(C1=C[C@@H](c2ccc(Br)cc2)C[C@@H](OCc2ccc(CO)cc2)O1)N1CCN(Cc2ccccc2)CC1	1	-2.5	1.4	.	7.6	-13.7	1481	1.1	13.4	.	.
COc1ccc(C(=O)C(C)OC(=O)c2cccc(S(=O)(=O)Nc3cc(Cl)c(OC)cc3OC)c2)cc1 (centres undefined)	1	0.7	1.2	4.8	-1.5	0.8	1455	1.1	-3.4	97.1	-0.484
N#Cc1ccc(N2C(=O)[C@@H]3C(C(=O)c4ccc5ccccc5n4)=NN[C@@H]3C2=O)cc1	0.8	17.4	-2.3	-13.5	-7.1	-7.6	1572	1	-9.8	111.2	.
Cc1ccc(N(CC(=O)NCc2ccc(F)cc2)C(=O)c2csnn2)c(C)c1	0.9	8.3	6.6	7.8	11.0	5.3	1678	1	5.4	99.3	-0.185
CCCC[C@@H]1C[C@H]1[C@@H](NC(=O)c1cccs1)c1ccc(Cl)cc1	0.8	15.8	-1.3	-10.4	11.8	6.3	1568	1.1	0.9	106.3	-0.524
COc1ccc2cc(S(=O)(=O)N3CCCCCC3)ccc2c1	1	-1.5	1.8	6.8	-6.2	-3.8	1554	1.1	-2.0	98.0	0.000333
COc1ccc2c(C)c(C(=O)O)oc2c1	1	-1.6	-5.3	-2.3	1.9	-4.0	1327	1.1	2.3	99.4	0.716

The listing continues:
SMILES	bIAP activator	bIAP inh	PPARg SRC3 recr	STAT3 blocker	PPARg SRC2 recr	STAT1 blocker	SRC2 TRFRET art	TNAP act hi DEA	PPARg SRC1 recr	STAT3 act	ROMK mod
CC(C)Sc1nc2ccccc2n1CC(N)=O	0.9	9.4	-6.1	10.6	8.9	3.7	1521	1	-3.6	95.9	.
COc1ccccc1N1C(=O)CC(Sc2nccc(C)n2)C1=O (centres undefined)	0.9	13.9	10.2	13.3	0.0	9.9	1544	1.1	2.8	93.2	.
CC1CCC2(CC1)Nc1ccccc1C(=O)N2c1ccccc1 (centres undefined)	1	0.1	-3.8	4.3	-0.5	-9.1	1323	1	-2.9	101.2	-0.355
O=C(NCc1ccc(F)cc1)C1(c2cccs2)CCOCC1	0.9	14.6	-3.3	-2.9	12.3	-4.6	1579	1	9.8	98.2	.
COc1ccccc1C1c2[nH]c3ccccc3c2CCN1Cc1cnc(C)s1 (centres undefined)	1	2.7	3.7	-45.5	2.6	54.5*	1621	1	4.2	146.1*	0.865
COc1ccc(CC(NC(C)=O)C(=O)NC2CCN(C(=O)Nc3ccc(Cl)cc3)CC2)cc1OC (centres undefined)	1.1	-11.8	2.2	1.7	-7.5	-1.3	1556	1	-3.2	102.5	.
COc1ccc(NC(=S)N/C(=N/S(=O)(=O)c2ccc(C)cc2)c2ccccc2)cc1	1	4.0	-1.1	-4.0	5.7	-30.3	1728	1	7.6	104.4	0.469
O=C(CN1CCC(c2nc3ccccc3[nH]2)CC1)Nc1ccc2c(c1)OCO2	1.1	-13.3	-10.2	10.3	0.5	-5.7	1409	1	-0.8	94.6	-3.27
Cc1ccc(C(=O)N/N=C2\SCC(=O)N2c2cc(C)ccc2C)cc1	1	-1.4	15.1	12.0	5.1	5.2	1615	1	3.9	93.0	.
O=C(Cc1ccccc1)Nc1nnc(-c2cccs2)s1	1	3.4	14.3	7.0	8.9	-15.4	1694	1.1	9.6	93.6	.
Cc1ccc(-c2csc3ncnc(OCC(=O)NC(=O)NCc4ccco4)c23)cc1	1.1	-10.9	4.7	2.7	8.2	6.4	1532	1	2.6	101.4	.
O=S(=O)(O/N=C1\CCCc2ccccc21)c1ccccc1	0.9	5.5	-0.2	1.7	9.6	-4.5	1709	1	6.4	102.4	-1.12
Cc1nonc1C1CCCN1Cc1nc(-c2ccc(F)cc2F)oc1C (centres undefined)	1	-4.7	1.0	11.8	-4.1	2.8	1406	1.1	-14.0	93.6	-1.11
Cc1nc2ccccc2n1C(=O)c1cc(-c2ccc(Br)cc2)nc2ccccc12	0.9	14.6	4.8	11.2	5.5	-4.6	1561	1	-1.6	90.9	-0.335
COc1ccc(N(CC(=O)Nc2ccc3c(c2)OCCO3)S(=O)(=O)c2c(C)nn(C)c2C)cc1	1.1	-10.0	13.6	4.3	10.0	1.8	1495	1.1	-0.8	104.0	.
COC(=O)C(C)Sc1nc2c(cnn2-c2ccccc2)c(=O)[nH]1 (centres undefined)	1	4.0	6.7	-0.1	-4.2	-5.4	1647	1	3.3	107.8	.
Cc1ccc(/C=[N+](/[O-])C2SC(=S)N(C)C2(C)C)cc1 (centres undefined)	0.8	16.5	-4.1	8.3	-1.0	8.8	1538	1	1.8	96.1	.
Cc1ccc(C2CC2C(=O)NN)cc1 (centres undefined)	1	-3.1	10.3	4.3	9.9	2.7	1580	1	5.4	97.8	.
Cc1nc(SCC(=O)NCc2ccco2)c2c(C)c(C)sc2n1	1	4.8	-16.2	12.7	0.7	10.0	1642	1.1	0.7	93.4	.
Nc1cc(N)nc(SCc2ccccc2)n1	0.9	9.4	3.0	-12.4	7.6	-26.8	1558	1	2.5	113.9	.
O=S(=O)(c1ccccc1)N1CCC2(CC1)CO2	1.1	-13.3	1.2	4.8	-4.1	-6.6	1454	1.1	3.9	100.2	.
COc1ccccc1NC(=O)Nn1cnnc1	0.9	8.8	0.0	2.3	-1.1	2.9	1509	1.1	-6.8	101.7	.

Source: PubChem (several laboratories)
